Source: PubChem BioAssay (Broad Institute)
C2C12 statin = suppressors of statin myotoxicity in C2C12 myotubes, primary screen, cell-based, single point, plate reader. rescue of ATP level, % at 7.49 µM. actives 0.78% (n = 330,000). AID 602340, 2012. C2C12 myotubes + simvastatin, ATP luminescence, 48 h; scaled: DMSO 0, geranylgeraniol control 100;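 active = mean ATP rescue above about 67%, or every replicate alone reaching that limit, limit read from the data, passing the limit was not always enough; inconclusive = no clear call, values can overlap the other calls; inactive = mean under the limit and some replicate under it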;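 note: myotubes were challenged with 10 µM simvastatin during compound exposure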
Cneo AK release = Cryptococcus neoformans cell lysis inducers, primary screen, AK release luminescence, single concentration | lysis activity, % at 15 µM | actives 0.2% (n = 360,000) | C. neoformans lysis, adenylate kinase release luminescence, 4 h; normalised: neutral wells 0, clomiphene wells 100 | AID 651654, 2012;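 active = mean lysis activity across replicates of at least 80%, whatever share of replicates individually reach that level; inactive = mean lysis activity below 80%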
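Assay system: Cryptococcus neoformans yeast cells / Dosing: single-point compound dose / Timing: 4 h at 37 °C static, read 1 h later / Measured by: luminescence of released adenylate kinase using an AK detection reagent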
XiGFP reactiv = activators of inactive X chromosome reactivation, primary screen, imaging, XiGFP fibroblasts, GFP high-content imaging, set 2. actives 0.055% (n = 360,000). XiGFP mouse fibroblasts, % GFP-positive cells imaging, 3 d; cells co-treated with 5-aza-dC sensitizer; scaled so ellipticine positive control = 100%. AID 743238, 2013. activation, % at 7.58 µM;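 active = mean normalized replicate activation at least 10% and every replicate at or above 10%; inconclusive = only one of the two criteria met; inactive = mean below 10% and not all replicates reach 10%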;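 note: 0% = median of on-plate neutral control wells and 100% = ellipticine 6 µM median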
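System: 68-5-11 XiGFP fibroblast line; Timing: 3 days compound exposure; Compound dosing: one concentration, pinned; Benchmarks: positive control ellipticine, 6 µM final; Buffer or medium: DMEM containing 5-aza-dC.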
SIRT5 inh = SIRT5 desuccinylase inhibitors, primary screen, biochemical, fluorescence imaging, single point, set 5; Purified SirT5, succinyl-peptide AMC, trypsin-coupled fluorescence; inhibition, % at 15 µM; actives 1.1% (n = 330,000); AID 652115, 2013; in the data active = inhibition above about 15%; inconclusive = no clear call, values can overlap the other calls
Target sequence (Q9NXA8 whole entry, looked up): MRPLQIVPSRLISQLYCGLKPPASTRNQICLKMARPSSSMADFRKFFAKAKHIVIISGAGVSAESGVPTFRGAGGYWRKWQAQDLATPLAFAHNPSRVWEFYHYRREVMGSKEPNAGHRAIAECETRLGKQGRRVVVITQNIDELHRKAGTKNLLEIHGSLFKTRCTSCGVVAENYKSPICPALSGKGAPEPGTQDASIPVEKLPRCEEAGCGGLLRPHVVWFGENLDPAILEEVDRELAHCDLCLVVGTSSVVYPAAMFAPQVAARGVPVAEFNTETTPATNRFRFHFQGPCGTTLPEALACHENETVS
PGC1a acetyl inh = inhibitors of PGC1a acetylation signal, primary screen, cell-based, U2OS, AlphaScreen, inhibitor mode; actives 0.17% (n = 350,000); AlphaScreen anti-acetyl-lysine; with virally co-expressed GCN5 acetyltransferase; inhibition, % at 15.6 µM;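 active = every replicate shows inhibition of at least 40%; inconclusive = mean inhibition at least 40% but some replicate below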;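 note: 0% = neutral control wells and 100% = positive control wells; some results beyond the cut were filed as inactive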
LGR2 inh = inhibitors of bursicon-induced LGR2 CRE-luciferase signal, primary screen, cell-based, HEK293, CRE-luciferase reporter, bursicon stimulation | Drosophila bursicon receptor LGR2 (rickets) | bursicon-stimulated, 4 h | inhibition, % at 9.99 µM | actives 0.35% (n = 380,000) | AID 720647, 2013;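 active = drop in luminescence signal, shown as inhibition above about 50% in the replicate tests, limit read from the data, passing the limit was not always enough; inconclusive = probably only some replicates passing the limit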;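 note: agonist challenge used bursicon conditioned medium at about half maximal strength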
S100A4 inh HTS = inhibitors of S100A4-myosin IIA peptide binding, primary screen, biochemical, fluorescence polarization, TAMRA-MyoIIA peptide | AID 652163, 2013 | actives 0.14% (n = 360,000) | Protein S100-A4 (Homo sapiens), P26447 | inhibition, % at 10.7 µM;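 active = mean inhibition of at least 70% across replicates, with every replicate also reaching that level; inconclusive = mean inhibition reaches 70% but some replicates fall short; inactive = mean inhibition below 70%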
Target sequence (P26447 whole entry, looked up): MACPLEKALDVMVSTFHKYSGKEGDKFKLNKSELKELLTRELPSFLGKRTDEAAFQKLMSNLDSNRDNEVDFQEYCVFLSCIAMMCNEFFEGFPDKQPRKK
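Assay system: human S100A4 monomer with TAMRA-labelled myosin IIA peptide / Buffer or medium: Calcium-containing HEPES buffer, pH 7.2 / Reagent: TAMRA-labelled myosin IIA heavy-chain peptide probe, 5 nM / Compound: one dose per compound / Timing: polarization read 5 min after assay mix addition, stable 5–60 min / Benchmarks: neutral control DMSO, positive control TFP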
ERAP1 inh = human ERAP1 aminopeptidase inhibitors, primary screen, biochemical, single point, plate reader; Endoplasmic reticulum aminopeptidase 1 (Homo sapiens), Q9NZ08; recombinant ERAP1, Leu-AMC fluorescence, 60 min; inhibition, % at 10.7 µM; actives 0.15% (n = 340,000); AID 652197, 2013;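 active = mean replicate inhibition of at least 30%, or all replicates individually reaching that 30% level; inactive = mean below 30% and not every replicate reaching it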;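 note: 0% = neutral control wells and 100% = L-leucinethiol positive control wells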
The depositor's hits bear a star; ? = inconclusive; . = not tested or not shown; & = joins results of further samples. This is a subset; the hit share may differ from the screen's.

Preview, 2 compounds:
SMILES	C2C12 statin	Cneo AK release	XiGFP reactiv	SIRT5 inh	PGC1a acetyl inh	LGR2 inh	S100A4 inh HTS	ERAP1 inh
CC(C)N1CCN(Cc2ccc3c(c2)OCCO3)CC1CCO (stereo unspecified)	7	1	0.0	-4	-1	-5	0	0
CC1(C)CC(N(CCc2ccccc2)Cc2ccccc2)CCO1 (stereo unspecified)	.	-4	-0.1	-6	-8	-10	-3	-2

Results (from the top)
SMILES	C2C12 statin	Cneo AK release	XiGFP reactiv	SIRT5 inh	PGC1a acetyl inh	LGR2 inh	S100A4 inh HTS	ERAP1 inh
CC(C)N1CCN(Cc2ccc3c(c2)OCCO3)CC1CCO (stereo unspecified)	7	1	0.0	-4	-1	-5	0	0
CC1(C)CC(N(CCc2ccccc2)Cc2ccccc2)CCO1 (stereo unspecified)	.	-4	-0.1	-6	-8	-10	-3	-2
CCc1ccccc1N1C(=O)NC(=O)/C(=C\c2cc(C)n(C)c2C)C1=O	.	.	0.0	2	.	2	0	8
C/C=C1\NC(=O)[C@@H](NC(=O)[C@H](CCc2ccc(O)cc2)NC(=O)[C@H](C)NC(=O)[C@H](O)CO)[C@@H](C)OC(=O)[C@H](C(C)C)NC(=O)[C@H](Cc2ccc(O)cc2)N(C)C(=O)[C@H](Cc2ccccc2)N2C(=O)C(CC[C@H]2O)NC1=O (stereo partly specified)	-6	7	0.2	9	20	.	-2	-1
CN1CCN(CC#CCOc2ccc(Cl)cc2)CC1	20	-1	0.0	1	.	4	1	3
CCOc1ccc(Cl)cc1CNCCc1ccccc1F	0	.	0.0	-5	11	4	-8	9
COc1ccc(N2C(=O)NC(=O)/C(=C/c3ccc([N+](=O)[O-])s3)C2=O)cc1	.	5	0.1	16*	25	1	-80	5
Cc1ccc(C)c(OCC(=O)N2CCN(Cc3ccc4c(c3)OCO4)CC2)c1	.	.	0.8	1	-10	-3	-1	-3
O=c1c2ccccc2[nH]c(=S)n1-c1ccc2c(c1)OCCO2	.	.	0.2	-2	.	-33	5	0
CCOC(=O)c1[nH]ncc1CN1CCCC(C(=O)c2cccc(Cl)c2)C1 (stereo unspecified)	.	1	0.1	-1	-14	-3	-2	1
CCc1ccc(OCC(=O)N2CCN(CC(=O)Nc3ccccc3Cl)CC2)cc1	2	-2	-0.1	0	-7	-6	-2	2
CCOC(=O)c1c(C)[nH]c(C(=O)C(C)N2CCCC2)c1C (stereo unspecified)	.	.	0.0	2	.	.	0	2
Cc1cccc(NC(N)=S)c1	-93	0	.	0	0	-7	1	9
COCCCn1c(N)c(C(=O)Nc2ccccc2)c2nc3ccccc3nc21	-8	-2	?	-2	-51	4	-5	-1
O=C(Nc1ccccc1)OC1CN=C(N[N+](=O)[O-])NC1 (stereo unspecified)	.	.	0.1	-2	9	4	1	-5
CC1=NN(Cc2c[nH]c3ccccc23)C(C)(C)C1	.	.	0.1	-2	.	12	10	3
COc1ccc(OC)c(N2C(=O)NC(=O)/C(=C/c3ccc([N+](=O)[O-])s3)C2=O)c1	0	2	1.2	4	.	0	-81	3
COc1ccc(CC(=O)C2C(=O)N(C)c3ccccc32)cc1OC (stereo unspecified)	.	.	0.0	-3	.	8	0	-1
C=C[C@@H]1C[C@@]1(C)[C@@H](NP(=O)(c1ccccc1)c1ccccc1)c1ccccc1	-13	0	-0.4	.	-10	-6	-2	.
C=Cn1ccnc1P(=S)(c1c(C)nn(-c2ccccc2)c1C)c1nccn1C=C	-1	3	.	1	4	-6	1	-1
CCc1cc(=O)oc2cc(OCC(=O)N3C[C@H]4C[C@@H](C3)c3cccc(=O)n3C4)c(Cl)cc12	-21	1	.	.	10	-18	3	7
COC(=O)C(NC(=S)N1CC2C[C@@H](C1)Cn1c2cccc1=O)C(C)C (stereo partly specified)	7	-1	0.0	0	.	4	-1	-2
O=C1NC(=O)C(=Cc2coc3ccc(O)cc3c2=O)C(=O)N1	13	5	0.1	2	11	40	-2	1
C[N+](C)(C)CC(=O)O	3	-2	0.0	-1	-10	-17	0	0

13 consecutive compounds from above:
SMILES	C2C12 statin	Cneo AK release	XiGFP reactiv	SIRT5 inh	PGC1a acetyl inh	LGR2 inh	S100A4 inh HTS	ERAP1 inh
CCOC(=O)c1c(C)[nH]c(C(=O)C(C)N2CCCC2)c1C (stereo unspecified)	.	.	0.0	2	.	.	0	2
Cc1cccc(NC(N)=S)c1	-93	0	.	0	0	-7	1	9
COCCCn1c(N)c(C(=O)Nc2ccccc2)c2nc3ccccc3nc21	-8	-2	?	-2	-51	4	-5	-1
O=C(Nc1ccccc1)OC1CN=C(N[N+](=O)[O-])NC1 (stereo unspecified)	.	.	0.1	-2	9	4	1	-5
CC1=NN(Cc2c[nH]c3ccccc23)C(C)(C)C1	.	.	0.1	-2	.	12	10	3
COc1ccc(OC)c(N2C(=O)NC(=O)/C(=C/c3ccc([N+](=O)[O-])s3)C2=O)c1	0	2	1.2	4	.	0	-81	3
COc1ccc(CC(=O)C2C(=O)N(C)c3ccccc32)cc1OC (stereo unspecified)	.	.	0.0	-3	.	8	0	-1
C=C[C@@H]1C[C@@]1(C)[C@@H](NP(=O)(c1ccccc1)c1ccccc1)c1ccccc1	-13	0	-0.4	.	-10	-6	-2	.
C=Cn1ccnc1P(=S)(c1c(C)nn(-c2ccccc2)c1C)c1nccn1C=C	-1	3	.	1	4	-6	1	-1
CCc1cc(=O)oc2cc(OCC(=O)N3C[C@H]4C[C@@H](C3)c3cccc(=O)n3C4)c(Cl)cc12	-21	1	.	.	10	-18	3	7
COC(=O)C(NC(=S)N1CC2C[C@@H](C1)Cn1c2cccc1=O)C(C)C (stereo partly specified)	7	-1	0.0	0	.	4	-1	-2
O=C1NC(=O)C(=Cc2coc3ccc(O)cc3c2=O)C(=O)N1	13	5	0.1	2	11	40	-2	1
C[N+](C)(C)CC(=O)O	3	-2	0.0	-1	-10	-17	0	0

Other structures.
SMILES	C2C12 statin	Cneo AK release	XiGFP reactiv	SIRT5 inh	PGC1a acetyl inh	LGR2 inh	S100A4 inh HTS	ERAP1 inh
CCC(CC)N1CCN(Cc2nc3ccccc3c(=O)n2-c2ccc(F)cc2)CC1	-7	0	-0.1	-6	3	3	-15	-1
O=C1CNC[C@@H]2[C@H](c3ccc(Br)cc3)[C@@H](CO)N12	.	.	0.0	-4	0	3	1	-1
O=C1CNC[C@@H]2[C@@H](c3ccc(Br)cc3)[C@H](CO)N12	.	.	0.0	-3	-2	-7	3	-6
O=C(CN1CCCC1)Nc1ccc(Cl)cc1C(=O)c1ccccc1	.	.	0.0	15*	-1	3	-9	1
CN1CC[C@@H]2CN[C@H](c3ccccc3)C[C@@H]21	.	.	0.2	-1	.	2	-5	1
NC(Cc1ccccc1)c1nc2ccccc2[nH]1 (stereo unspecified)	-5	-1	0.1	2	-3	-12	1	-2
COc1ccc(CNCCc2ccc(Cl)cc2Cl)cc1	-5	0	1.2	-1	16	5	-1	-4
CCCc1c(C)nc(-c2ccc(C)cc2)nc1OC(=O)N(C)C	.	.	0.3	4	.	2	4	.
O=C(c1ccc(N2CC3CC(C2)c2cccc(=O)n2C3)c([N+](=O)[O-])c1)N1CCCC1 (stereo unspecified)	-5	1	0.1	-1	0	25	-6	1
C[C@]12CCC3C(CC[C@H]4C[C@@H](O)CC[C@]34C)C1C[C@@H](O)[C@H]2O (stereo partly specified)	7	0	0.2	-1	-6	22	-17	0
CCc1ccc(NP(=O)(Oc2ccccc2F)Oc2ccccc2F)cc1	.	.	0.3	-2	-26	11	2	1
COc1ccc(-n2c(/C=C/c3ccc(O)c(OC)c3)nc3ccccc3c2=O)cc1	-2	-6	0.2	-4	-5	7	0	3
O=C(Cc1ccccc1)N1CCCCN2[C@H](CO)[C@H](c3ccc(C#Cc4ccccc4)cc3)[C@H]2C1	.	-1	0.1	-2	-45	1	2	-3
CCOC(=O)c1ccccc1NC(=O)c1c(O)[nH]c(=O)[nH]c1=O	8	11	0.0	.	4	9	.	.
COc1ccc(CN2C(=O)NC(=O)/C(=C\c3ccco3)C2=O)cc1	2	-2	0.0	14	6	-25	-20	1
ClCCN1CCN(c2ccnc3cc(Cl)ccc23)CC1	-6	5	0.0	-2	.	5	-2	4
COC(=O)[C@H]1[C@H](CO)[C@H]2Cn3c(ccc(-c4ccc(F)cc4)c3=O)[C@@H]1N2Cc1ccccc1	60	2	0.5	-1	.	-10	15	5
C[C@H]1OC[C@@H](C[N+](C)(C)C)O1	0	0	0.1	-4	-11	.	-8	104*
ClC1C(Cl)C(Cl)C(Cl)C(Cl)C1Cl (stereo unspecified)	-2&-1	-1&0	0.0&0.0	-4&0	-2&-23	-6&-4	5&-1	-2&-1
CC1(O)CCC2C3CCC4=CC(=O)CCC4=C3C=CC21C (stereo unspecified)	-1	5	0.4	.	-11	14	12	0
Cc1ccc(N)c(C(=O)c2ccc(Br)cc2)c1	.	.	0.1	-4	.	-4	-5	-9
Nc1ccc(S(=O)(=O)N2CC3CC(C2)c2cccc(=O)n2C3)cc1 (stereo unspecified)	2	-1	-0.1	.	-4	-3	-3	.
CCCN1[C@@H]2c3cccc(=O)n3C[C@H]1[C@H](CO)[C@H]2C(=O)N(C)C	3	-1	0.6	6	.	11	8	-4
COc1ccc(/C=C/C(=O)NC(=S)N2C[C@H]3C[C@H](C2)c2cccc(=O)n2C3)cc1	-10	0	.	0	5	-15	-24	0
CN1CCC(N(C)Cc2cccnc2)CC1	-5	4	.	.	-1	16	.	.
COc1ccc(C(=O)CC(c2ccc3c(c2)OCO3)c2c(O)c3ccccc3oc2=O)cc1OC (stereo unspecified)	-2	0	0.4	.	.	-11	-1	-2
Cc1ccc(NC(=O)c2ncn(CCCNCCN3CCOCC3)n2)cc1C	2	1	-0.1	-8	-6	5	-3	.
COC(=O)C1=C(c2cccc(OCc3ccccc3)c2)C[C@@H]2CC[C@H]1N2C(=O)NCc1ccc(C(C)(C)C)cc1	-34	-1	-0.3	.	-5	0	29	.
COC(=O)C(O)(c1ccc(N=Cc2ccccc2O)c(C)c1)C(F)(F)F (stereo unspecified)	2	5	0.5	.	4	-8	.	.
Cc1cc(N2CCCC2)ccc1C=C(C#N)C#N	7	-3	0.0	-3	5	0	8	-1
CC1(C)N(O)C2CCCCC2N1O (stereo unspecified)	107*	21	.	.	1	-6	.	.
OC1/C(=C/c2ccc(Cl)cc2Cl)N2CCC1CC2 (stereo unspecified)	8	-3	0.0	2	1	11	-22	-7
